# HCV core dimer: blocks dimerization of HCV core protein | 300,000 tested, 0.33% active | AID 1899 | inhibition, % at 5 µM | TR-FRET GST/Flag-core106 dimerization, 1536-well;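 active = inhibition above the mean of all tested compounds plus 3 SD, set per screening campaign, cut at about 45% in these data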
#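 System: GST/Flag-tagged HCV core106 proteins. Incubation: compound-protein-antibody incubation 4 h at 22.5 °C. Technique: HTRF with 340 nm excitation, 617/671 nm emission. Medium: KF-containing HEPES buffer, pH 7.45, DTT, CHAPS, BSA. Read-out: inhibition (%) from 671 over 617 nm ratio. Also added: Eu(K)-anti-GST 90 ng/mL plus XL665-anti-Flag 1 µg/mL.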
# CTSL1 counter: blocks F. hepatica cathepsin L1 in PFM18AAP counter-screen; 300,000 tested, 0.49% active; recombinant F. hepatica cathepsin L1, Z-Leu-Arg-MCA fluorescence; inhibition, % at 5.96 µM;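 active = inhibition above the mean of all tested compounds plus 3 SD, set per screening campaign, cut at about 17% in these data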;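 also: 0% = plate median of test compound wells and 100% = 1 µM Z-Phe-Ala-diazomethylketone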
# PP1 counter: PP1-alpha (human) inhibition in PP5 counter-screen; P62136; 320,000 tested, 0.9% active; inhibition, % at 6.7 µM; AID 2235; purified PP1alpha, OMFP fluorescence;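 active = inhibition above the mean inhibition of all tested compounds plus 3 SD, computed separately for each screening campaign, cut at about 15% in these data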
# Target sequence (P62136 whole entry, looked up): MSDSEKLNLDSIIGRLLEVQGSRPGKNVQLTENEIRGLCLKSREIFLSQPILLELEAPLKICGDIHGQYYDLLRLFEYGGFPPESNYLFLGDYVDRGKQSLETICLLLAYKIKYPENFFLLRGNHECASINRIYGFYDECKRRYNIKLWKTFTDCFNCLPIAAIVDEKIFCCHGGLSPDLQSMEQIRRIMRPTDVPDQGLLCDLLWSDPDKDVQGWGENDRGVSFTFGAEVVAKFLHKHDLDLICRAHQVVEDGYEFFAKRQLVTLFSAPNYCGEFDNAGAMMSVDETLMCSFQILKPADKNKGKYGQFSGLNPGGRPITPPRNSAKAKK
# JMJD2C inh: blocks human GASC-1 demethylase activity; Q9H3R0; GST-JMJD2C(1-420) H3K9me3 demethylation, DELFIA europium; inhibition, % at 2.35 µM; 330,000 tested, 0.069% active;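 active = more than half of a compound's replicate wells show inhibition beyond 50%, single wells judged on their own value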;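 also: signal counts dimethyl H3K9 product captured on neutravidin plate; 0% = median of DMSO wells and 100% = 0.3 times that DMSO median; strong numbers were not always called active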
# Target sequence (Q9H3R0 1-420 limits assumed): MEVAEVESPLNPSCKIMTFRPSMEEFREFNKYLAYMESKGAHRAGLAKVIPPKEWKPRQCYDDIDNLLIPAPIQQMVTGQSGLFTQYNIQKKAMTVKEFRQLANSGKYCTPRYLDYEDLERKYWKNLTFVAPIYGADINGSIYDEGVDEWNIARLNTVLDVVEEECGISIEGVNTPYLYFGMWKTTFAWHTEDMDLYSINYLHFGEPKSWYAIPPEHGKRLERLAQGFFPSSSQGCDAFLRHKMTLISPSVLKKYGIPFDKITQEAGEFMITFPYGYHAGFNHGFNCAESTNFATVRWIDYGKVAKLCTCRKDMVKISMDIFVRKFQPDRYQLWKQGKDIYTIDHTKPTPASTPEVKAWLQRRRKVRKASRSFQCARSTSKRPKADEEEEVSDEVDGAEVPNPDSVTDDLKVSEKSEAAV
# Efflux pump mplx: inhibitors of Candida antifungal efflux pumps expressed in yeast; S. cerevisiae Candida pump triplex, Nile Red efflux; inhibition, % at 10 µM; 330,000 tested, 0.44% active;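 active = plate passing quality check with inhibition over a set limit, or well fluorescence over plate mean plus 4 SD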;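 also: Nile Red retained in pooled yeast measured as flow cytometry median fluorescence; 0% = buffer negative control and 100% = Enniatin B positive control; higher means more Nile Red kept so more efflux inhibition; some compounds called inactive have numbers as strong as hits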
# PP5 primary: blocks human protein phosphatase 5 activity; purified PP5c, OMFP substrate fluorescence; inhibition, % at 6.7 µM; 320,000 tested, 0.18% active; AID 1987;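 active = inhibition above the campaign's mean inhibition across all tested compounds plus 3 SD, cut at about 9.5% in these data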;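 also: 0% = DMSO only and 100% = 100 µM cantharidin control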
# LYPLA2 counter: LYPLA2 (human) inhibition in PME1 counter-screen; O95372; recombinant LYPLA2, FP-Rh probe fluorescence polarization; inhibition, % at 5.9 µM; 320,000 tested, 0.38% active;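 active = inhibition above the screen-wide mean plus 3 SD, limit set per campaign, cut at about 26% in these data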;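 also: 0% = LYPLA2 with DMSO and 100% = wells lacking LYPLA2 enzyme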
# Target sequence (O95372 whole entry, looked up): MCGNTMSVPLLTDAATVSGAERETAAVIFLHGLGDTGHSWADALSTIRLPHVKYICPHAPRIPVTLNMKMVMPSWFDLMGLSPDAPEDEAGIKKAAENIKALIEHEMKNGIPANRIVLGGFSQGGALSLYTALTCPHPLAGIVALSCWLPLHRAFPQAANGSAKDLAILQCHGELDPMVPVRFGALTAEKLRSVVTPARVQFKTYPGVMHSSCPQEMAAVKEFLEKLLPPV
# TPT1 inhibitor: blocks Candida albicans tRNA 2'-phosphotransferase; inhibition, % at 5 µM; 300,000 tested, 0.81% active; recombinant caTPT1, FP RNA substrate dephosphorylation;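 active = inhibition above the mean of all tested compounds plus 3 SD, set per screening campaign, cut at about 24% in these data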;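 also: plate controls were DMSO alone for no effect and ferristatin control at 100 nM for full effect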
# PREPL inhibitor: human PREPL enzyme inhibition; 320,000 tested, 0.68% active; Q4J6C6; inhibition, % at 5.96 µM; recombinant PREPL, fluorescence polarization activity-based probe; AID 2751; in the data active = inhibition above about 43%;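 also: 0% = enzyme with DMSO and 100% = wells lacking enzyme; many of its hits are not listed in these tables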
# * hit, by the source's call; . = not tested or not shown.
nr	SMILES	HCV core dimer	CTSL1 counter	PP1 counter	JMJD2C inh	Efflux pump mplx	PP5 primary	LYPLA2 counter	TPT1 inhibitor	PREPL inhibitor
1	Cc1ccc2cc(C#N)c(N3CCCN(C(=S)NCCCN(C)C)CC3)nc2c1	-5.6	4.6	3.5	-5.3	-0.1	1.7	0.5	0.8	-1.1
2	O=C(c1cc(-c2ccccc2)on1)N1CCN(C(=O)c2ccco2)CC1	1.9	-0.2	-0.4	-14.2	0.1	0.6	0.9	0.1	-5.9
3	COc1ccc(NS(=O)(=O)c2ccc3oc4ccccc4c3c2)cn1	7.3	1.8	1.3	1.3	0.0	2.8	-3.2	3.9	-64.0
4	COc1ccc(-c2nnc(SCC(=O)Nc3cc(C)on3)n2N)cc1OC	9.2	-6.0	-4.4	-8.9	0.5	0.6	-2.0	0.0	14.8
5	Cc1cc(C)n(CCN(C)c2nc3nonc3nc2N2CCCCC2)n1	1.0	-2.7	2.5	-6.2	0.0	-0.2	0.5	-3.0	-3.4
6	COc1cc2ccccc2cc1C(=O)Nc1ccc(S(=O)(=O)Nc2cc(C)on2)cc1	7.0	3.0	-0.8	0.3	-0.2	-0.8	2.0	-3.6	-2.5
7	CCOc1ccc(N2CC(C(=O)NCCc3ccc(S(N)(=O)=O)cc3)CC2=O)cc1 (stereo not given)	-1.1	1.2	-2.6	-16.0	0.0	-1.8	0.4	2.7	1.8
8	CC(C)NC(=O)c1cc(-c2cccs2)nc2ccccc12	1.4	2.2	1.4	-0.7	0.2	0.4	-2.9	-1.3	-6.1
9	CC(C)OC(=O)CC(=O)c1sc2nc3c(cc2c1N)CN(C)CC3	16.2	1.6	23.3*	5.1	0.0	4.7	-7.7	0.6	1.6
10	CN1CCN(CCCNC(=O)CN2C(=O)COc3ccccc32)CC1	-5.0	-4.3	-1.8	-4.8	0.0	2.1	-7.5	-0.7	-5.6
11	O=C1CN(C(=O)COC(=O)CNS(=O)(=O)/C=C/c2ccccc2)c2ccccc2N1	-5.7	-15.9	-4.8	-3.6	-0.1	-3.8	3.2	-0.3	41.9
12	COc1cccc(NC(=O)COc2ccc(S(=O)(=O)NC(C)C)cc2)c1	-11.1	-2.0	1.0	16.7	0.0	-2.2	6.0	-6.4	22.9
13	COc1cccc(NC(=O)CSCc2n[nH]c(=O)[nH]2)c1	-1.1	-1.2	-0.8	-6.2	0.1	-1.2	0.5	1.3	-9.1
14	COc1cc(/C=N/NC(=S)Nc2cccnc2)cc(OC)c1OC	3.2	6.1	5.2	-14.2	-0.1	1.2	3.5	1.9	6.2
15	CCN(CC)C(=O)Sc1cccc2cccnc12	2.4	-0.2	1.6	-2.3	0.1	-0.6	-0.4	2.0	10.0

# Grouped by structure: the entries above containing a thiophene ring, fused or not (two)
nr	SMILES	HCV core dimer	CTSL1 counter	PP1 counter	JMJD2C inh	Efflux pump mplx	PP5 primary	LYPLA2 counter	TPT1 inhibitor	PREPL inhibitor
8	CC(C)NC(=O)c1cc(-c2cccs2)nc2ccccc12	1.4	2.2	1.4	-0.7	0.2	0.4	-2.9	-1.3	-6.1
9	CC(C)OC(=O)CC(=O)c1sc2nc3c(cc2c1N)CN(C)CC3	16.2	1.6	23.3*	5.1	0.0	4.7	-7.7	0.6	1.6

# More compounds
nr	SMILES	HCV core dimer	CTSL1 counter	PP1 counter	JMJD2C inh	Efflux pump mplx	PP5 primary	LYPLA2 counter	TPT1 inhibitor	PREPL inhibitor
16	COc1ccc(CN2CCNC(=O)C2CC(=O)NCCc2c[nH]c3ccccc23)c(OC)c1 (stereo not given)	0.0	2.0	-2.8	-1.6	-0.1	-1.0	1.6	2.4	23.5
17	CC(C)Cc1nc(Nc2ccccc2C#N)c2nnn(Cc3ccccc3)c2n1	4.8	0.7	4.3	13.0	0.0	5.1	-4.3	0.3	7.7
18	Cc1ccccc1-c1nnn(CC(=O)Nc2ccc3c(c2)OCCO3)n1	-1.4	-9.6	-0.1	-18.1	0.4	2.4	-3.7	-11.9	-6.4
19	COc1ccc(C(=O)NNC(=O)CCCCC(=O)NNC(=O)c2ccc(OC)cc2)cc1	-2.7	3.6	1.2	11.3	-0.1	-1.9	4.7	-2.4	18.1
20	COc1ccc(N2CCN(C(=O)COc3ccccc3)CC2)cc1	-2.3	-1.0	-2.2	75.4	0.1	-1.0	-0.1	-0.9	7.1
21	COCC(C)NC(=O)NC1(C(F)(F)F)Oc2ccc(Cl)cc2O1 (stereo not given)	-9.5	7.8	-0.3	0.6	-0.1	1.9	-2.0	-4.4	-6.7
22	COCCCN(C(=O)CSCC(=O)Nc1cccc(C)c1)c1c(N)n(Cc2ccccc2)c(=O)[nH]c1=O	0.3	-15.7	-3.2	59.8	0.0	1.0	0.6	-2.5	0.8
23	COC(=O)c1ccc(OC)c(Cn2c(=O)n(C)c(=O)c3ccccc32)c1	-6.9	-0.7	-3.4	5.4	-0.3	-0.2	5.6	-0.9	8.1
24	COc1cccc(NC(=O)CCC2CCN(C(=O)Cc3cccc(F)c3)CC2)c1	-0.9	4.4	-0.8	8.6	-0.2	0.9	0.8	2.1	9.0
25	COc1ccc(/C=C2\Oc3cc(OCC(=O)N4CCC[C@H]4C(=O)O)ccc3C2=O)c(OC)c1	2.4	0.5	10.0	6.2	0.1	1.8	2.1	35.4*	-4.5
26	O=C(CCn1c(=O)[nH]c2ccsc2c1=O)N1CCc2ccccc2C1	1.2	-4.5	-8.0	4.1	0.6	-7.5	-4.5	0.2	-8.9
27	Cc1noc(C)c1COc1ccc(C(=O)Nc2ccccc2)cc1	-1.4	0.0	-2.2	6.6	0.0	0.8	-1.2	1.2	10.7
28	CCn1c2ccccc2c2cc(NC(=O)COc3ccccc3)ccc21	-0.3	1.2	1.6	116.6	-0.2	2.8	7.5	0.5	15.3
29	CN(C)C(=O)COC(=O)c1cccc(S(=O)(=O)Nc2ccc(OCc3ccccc3)cc2)c1	6.9	1.0	-2.5	-3.5	-0.7	5.2	0.2	-1.9	10.0
30	Cc1cc(F)ccc1NC(=O)CCCN(C)S(=O)(=O)c1ccc(F)cc1	-16.5	2.0	-0.7	-10.3	0.0	0.6	-5.2	-2.3	-1.1
31	CCCN(Cc1cc2cc(C)ccc2[nH]c1=O)C(=O)c1cccc(OC)c1	11.1	-1.9	-1.1	1.0	0.2	5.9	-2.1	-3.4	-6.7
32	COC(=O)C(c1ccccc1)N(Cc1cccc(CN(C(C(=O)OC)c2ccccc2)S(C)(=O)=O)c1)S(C)(=O)=O (stereo not given)	10.5	-1.1	-3.1	.	0.2	4.7	0.8	1.5	18.5
33	CCN(CC)C(=O)CN1CCC(c2nc3cc(C)c(C)cc3[nH]2)CC1	0.1	0.1	-2.8	6.6	-0.1	1.4	-1.3	0.3	-0.7
34	Cc1ccc(S(=O)(=O)N2CCN(C(=O)C(F)(F)F)C2c2ccc(N(C)C)cc2)cc1 (stereo not given)	-0.7	-1.2	-1.4	8.5	0.0	2.9	-1.1	0.6	-7.7
35	O=C1N=C(N2CCCCC2)S/C1=C\c1ccccc1F	7.0	0.6	-0.3	22.8	-0.1	-2.0	0.7	-1.8	19.5
36	Cc1ccc(NC(=O)CN2C(=O)S/C(=C\c3ccccn3)C2=O)cc1	1.4	1.1	-5.7	-0.6	0.1	-2.3	4.2	-4.4	-2.7
37	CCOCCCNC(=O)C1(O)c2cc(Br)ccc2NC(=O)N1c1ccc(CC)cc1 (stereo not given)	4.5	-3.6	-0.7	-9.2	-0.1	0.5	-3.2	2.6	5.4
38	Cc1ccc(-c2noc(C3CCCN(C(=O)c4cccc(F)c4)C3)n2)cc1 (stereo not given)	-8.6	3.4	4.8	6.5	-0.1	1.8	4.8	-6.5	27.6
39	Cc1ccccc1N(CC(=O)NC(C)(C)C)C(=O)CCC(=O)Nc1nccs1	-0.3	1.7	0.1	0.9	-0.1	0.9	1.6	1.3	-6.7
40	O=C(O)/C(=C\c1ccc(Cl)cc1)c1ccc(S(=O)(=O)N2CCCC2)s1	.	.	-1.8	.	0.1	-0.3	5.0	.	1.9
41	C/C(Nc1cccc(F)c1)=C(/C#N)C(N)=O	-7.5	0.4	-2.8	1.7	0.0	-0.9	3.1	-2.4	-2.0
42	CCC(CC)NC(=O)COC(=O)c1ccc(OCc2ccc(C(C)=O)cc2OC)c(OC)c1	8.8	-2.9	-0.9	3.6	-1.2	1.6	-13.1	-1.8	-3.5
43	COc1cc(C(=O)N2CCN(C/C=C/c3ccccc3)CC2)cc(OC)c1OC	0.0	2.5	-0.4	8.1	0.0	0.8	0.7	0.5	29.5
44	Cc1ccc(-c2nc(C)c(C(=O)O)s2)cc1	-1.1	3.7	-3.1	-20.2	0.7	2.6	-0.8	1.5	6.3
45	O=S1(=O)N=C(N/N=C/c2ccccn2)c2ccccc21	-3.0	0.7	0.1	10.2	0.1	-0.5	5.2	0.6	1.6

# Values by screen from the entries so far.
# PP5 primary, entries 31 to 34 → 5.9, 4.7, 1.4, 2.9

# Remaining list, next part
nr	SMILES	HCV core dimer	CTSL1 counter	PP1 counter	JMJD2C inh	Efflux pump mplx	PP5 primary	LYPLA2 counter	TPT1 inhibitor	PREPL inhibitor
46	O=S(=O)(c1cccc2cccnc12)N1CCN(c2ccccc2)CC1	6.2	-3.4	-5.4	-26.3	16.7*	4.4	-7.1	2.2	-9.4
47	COc1ccc(S(=O)(=O)n2[nH]c(=O)c(CCO)c2C)c([N+](=O)[O-])c1	0.5	3.5	-2.9	-1.0	0.3	0.2	-2.4	0.7	-9.7
48	Cc1ccccc1NC(=S)/C(=C(\[O-])c1cc(C)n(Cc2ccccc2Cl)c1C)[n+]1ccccc1	15.4	0.0	8.3	11.9	0.2	-0.6	4.8	5.7	19.1
49	CC1Cc2nc(SCC(=O)Nc3ccc(F)cc3F)n(C)c(=O)c2S1 (stereo not given)	2.9	0.5	-0.9	9.8	0.0	3.2	-5.4	-0.6	22.6
50	CC1CN(S(=O)(=O)c2cccc(C(=O)Nc3cc(Cl)ccc3N3CCOCC3)c2)CC(C)O1 (stereo not given)	.	.	-2.6	14.0	-0.1	3.0	-3.7	.	16.3
51	O=C(Cc1ncc(C(F)(F)F)cc1Cl)Nc1ccc(F)cc1	-0.6	0.5	-3.3	2.4	0.1	0.3	3.9	3.0	2.9
52	CCCCC(=O)Nc1ccccc1C#N	-3.5	-1.0	-2.4	0.2	3.4	-0.8	-4.1	-2.4	0.5
53	COc1ccc(CN2C(=O)CC(C(=O)NCCc3ccc(S(N)(=O)=O)cc3)SC2=Nc2ccccc2)cc1 (stereo not given)	14.2	1.3	4.2	-2.6	0.0	2.1	2.0	-0.8	-0.5
54	CC(C)NS(=O)(=O)c1ccc(OCC(=O)Nc2ccc3c(c2)OCO3)cc1	-2.5	-2.6	-1.4	-1.7	-0.1	2.3	5.9	-4.6	-3.3
55	Cc1cc(NC(=O)c2ccc(N3C(=O)CCC3=O)cc2)no1	0.1	-1.0	-3.7	-5.3	0.1	3.5	-3.6	-2.4	14.6
56	CC(C)C(=O)Nc1nnc(CCc2nnc(NC(=O)C(C)C)s2)s1	-3.3	-3.5	-2.3	14.4	0.1	1.2	-2.6	1.2	2.4
57	Cc1cccc(C)c1NC(=O)CN(C)CC(=O)Nc1cc(Cl)ccc1C#N	-0.6	3.1	-1.2	0.1	0.0	-0.6	5.1	0.8	11.3
58	CN1CCN(/C=N/C2=C(C#N)C(c3ccccc3)C3=C(CC(C)(C)CC3=O)O2)CC1 (stereo not given)	-2.0	0.8	-2.8	0.2	0.0	-0.3	4.6	-2.7	17.9

# Only part of the results is shown (hit frequency here may not be typical).
